Screening data from PubChem BioAssay.
OX1R antag-1 – human HCRTR1 antagonism. CHO/OX1R cells, Fluo-8 calcium fluorescence, orexin A. AID 434989. O43613. 330,000 tested, 0.43% active. inhibition, % at 5 µM;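 active means inhibition above its plate's threshold, mean inhibition of all tested compounds on the plate plus 3 SD, cut at about 37% in these data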;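 further: 0% = orexin A challenge wells and 100% = SB-334867-A antagonist wells; not every result past the cut was called active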
Target sequence (O43613 whole entry, looked up): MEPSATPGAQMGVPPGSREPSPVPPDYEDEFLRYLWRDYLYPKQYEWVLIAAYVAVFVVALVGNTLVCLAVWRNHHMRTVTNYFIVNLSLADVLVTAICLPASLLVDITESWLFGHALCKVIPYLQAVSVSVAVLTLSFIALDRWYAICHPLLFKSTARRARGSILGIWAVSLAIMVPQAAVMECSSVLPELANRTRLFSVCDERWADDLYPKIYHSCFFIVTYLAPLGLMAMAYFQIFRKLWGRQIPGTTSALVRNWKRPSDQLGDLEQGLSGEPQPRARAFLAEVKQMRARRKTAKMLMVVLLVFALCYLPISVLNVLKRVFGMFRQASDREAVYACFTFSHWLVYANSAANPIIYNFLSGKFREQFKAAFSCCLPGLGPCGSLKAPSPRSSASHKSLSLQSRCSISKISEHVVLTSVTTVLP
OX1R antag-2 – OX1R (human) antagonism; AID 485270; inhibition, % at 6.6 µM; O43613; 330,000 tested, 1.8% active; OX1R-expressing cells, FRET antagonist read-out; in the data active means inhibition mostly above about 38%, no sharp cut-off; inactive means mostly below about 40%;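 further: 0% = agonist challenge alone and 100% = reference antagonist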
Active calls of the source: *. Hits appear at their usual frequency; any-hit rate near 2%.

OX1R antag-1	OX1R antag-2	smiles
-6	8	CC(C)C(=O)Nc1cccc(C(=O)N2CCCCC2C)c1 (centres undefined)
-20	8	Cc1ccc(NC(=O)OCCN2CCN(S(=O)(=O)c3ccc(C)cc3)CCC2=O)cc1
0	16	CC(=O)N1CC(C)Oc2ccc(S(=O)(=O)NC(CC(=O)O)c3ccc(C)cc3C)cc21 (centres undefined)
-25	25	CC(=O)Nc1ccc(S(=O)(=O)N2CCN(C(=O)c3ncoc3-c3ccc(C)cc3)CC2)cc1
-27	11	COC(=O)c1ccc(CSc2nnc(NC(C)C)s2)o1
-8	5	Cn1c(C(=O)N[C@@H](Cc2ccccc2)C(=O)O)cc2cc(Cl)ccc21
-24	8	Cc1c(OCC(=O)N2C[C@H]3C[C@@H](C2)c2cccc(=O)n2C3)ccc2c3c(c(=O)oc12)CCC3
-6	11	Cc1ccc(OCCC(=O)Nc2ccc(C)c(S(=O)(=O)N3CCOCC3)c2)cc1
4	24	CCN(CC(=O)Nc1ccc2c(c1)OCCO2)C(=O)c1cc(Cl)nc2ccccc12
-18	9	COc1cccc(CNC(=O)c2ccc(CS(=O)Cc3ccc(C)cc3)o2)c1 (centres undefined)
-5	10	O=C(CCS(=O)(=O)Cc1ccccc1)Nc1nncs1
9	3	O=C1c2ccc([N+](=O)[O-])cc2S(=O)(=O)N1Cc1ccccc1

Further entries follow.
OX1R antag-1	OX1R antag-2	smiles
2	33	O=C(Cn1cnc2cc([N+](=O)[O-])ccc2c1=O)N1CCN(S(=O)(=O)c2ccccc2)CC1
2	10	O=C(c1ccccc1)N1CCN(CC(O)COc2ccc(Br)cc2)CC1 (centres undefined)
-23	15	C=CCOC(=O)/C(=C\C=C\c1ccccc1)NC(=O)c1ccccc1
-24	4	CN(C)C(=O)Cn1c(=O)n(S(=O)(=O)c2ccccc2)c2ccccc21
-45	13	O=C1CC(N2CCN(Cc3ccc(Cl)cc3)CC2)C(=O)N1CCc1ccccc1 (centres undefined)
-15	24	COc1ccc(C(=O)Nc2nncs2)cc1S(=O)(=O)N1CC(c2ccccc2)CC1=O (centres undefined)
0	5	CCN(C(=O)COC(=O)CCC(=O)c1ccccc1)c1c(N)n(Cc2ccccc2)c(=O)[nH]c1=O
-11	26	O=C(COC(=O)C1=COCCO1)Nc1cccc(Oc2ccccc2)c1
-22	19	CCOCCCNC(=S)N1C2CCC1CC(NC(=O)NC1CCCCC1)C2 (centres undefined)
-6	8	Cc1ccc(O)c(/C=N/NC(=O)c2[nH]ncc2Br)c1
-6	4	CC(NC(=O)NC(=O)c1ccc(F)cc1)C1CC1 (centres undefined)
-10	7	Cc1nnc(SCC(=O)Nc2cccc(N)c2)n1-c1ccccc1

Other results.
OX1R antag-1	OX1R antag-2	smiles
-27	10	O=C(CSc1nc2c(cnn2-c2ccccc2)c(=O)[nH]1)N1N=C(c2cccs2)CC1c1ccc(F)cc1 (centres undefined)
3	20	COc1cc(C(=O)NCC2CCCO2)ccc1OCc1ccccc1 (centres undefined)
-31	10	CC1CC(O)(CC(O)(c2ccccc2)c2ccccc2)C(C)CN1C (centres undefined)
-7	13	O=C1CC(c2ccccc2)c2ccc(O)cc2O1 (centres undefined)
-7	18	Cc1ccc(-n2ncc3c(SCC(=O)Nc4cc(C)on4)ncnc32)c(C)c1
-32	22	N#Cc1ccc(Oc2cccc3cccnc23)c([N+](=O)[O-])c1
-22	8	CSCCNC(=O)Nc1c(-c2c(Cl)cccc2Cl)noc1C
-22	16	O=C(COc1ccccc1)Nc1cc2c3c(c1)CC(=O)N3CCC2
-7	5	CC(C)(C)NC(=O)CC(CC(=O)O)c1ccccc1 (centres undefined)
-14	4	NC1=NC(=O)/C(=C/c2ccccc2OCC(=O)Nc2ccc(F)cc2)S1
-2	23	O=C(O)c1cccc(-c2nnn(Cc3ccccc3)n2)c1
3	12	CCN(C(=O)c1ccc2c(c1)OCO2)C1CCS(=O)(=O)C1 (centres undefined)

No new results follow: 22 of the compounds above.
OX1R antag-1	OX1R antag-2	smiles
2	33	O=C(Cn1cnc2cc([N+](=O)[O-])ccc2c1=O)N1CCN(S(=O)(=O)c2ccccc2)CC1
2	10	O=C(c1ccccc1)N1CCN(CC(O)COc2ccc(Br)cc2)CC1 (centres undefined)
-23	15	C=CCOC(=O)/C(=C\C=C\c1ccccc1)NC(=O)c1ccccc1
-24	4	CN(C)C(=O)Cn1c(=O)n(S(=O)(=O)c2ccccc2)c2ccccc21
-45	13	O=C1CC(N2CCN(Cc3ccc(Cl)cc3)CC2)C(=O)N1CCc1ccccc1 (centres undefined)
-15	24	COc1ccc(C(=O)Nc2nncs2)cc1S(=O)(=O)N1CC(c2ccccc2)CC1=O (centres undefined)
0	5	CCN(C(=O)COC(=O)CCC(=O)c1ccccc1)c1c(N)n(Cc2ccccc2)c(=O)[nH]c1=O
-11	26	O=C(COC(=O)C1=COCCO1)Nc1cccc(Oc2ccccc2)c1
-22	19	CCOCCCNC(=S)N1C2CCC1CC(NC(=O)NC1CCCCC1)C2 (centres undefined)
-6	8	Cc1ccc(O)c(/C=N/NC(=O)c2[nH]ncc2Br)c1
-6	4	CC(NC(=O)NC(=O)c1ccc(F)cc1)C1CC1 (centres undefined)
-10	7	Cc1nnc(SCC(=O)Nc2cccc(N)c2)n1-c1ccccc1
-27	10	O=C(CSc1nc2c(cnn2-c2ccccc2)c(=O)[nH]1)N1N=C(c2cccs2)CC1c1ccc(F)cc1 (centres undefined)
3	20	COc1cc(C(=O)NCC2CCCO2)ccc1OCc1ccccc1 (centres undefined)
-31	10	CC1CC(O)(CC(O)(c2ccccc2)c2ccccc2)C(C)CN1C (centres undefined)
-7	13	O=C1CC(c2ccccc2)c2ccc(O)cc2O1 (centres undefined)
-7	18	Cc1ccc(-n2ncc3c(SCC(=O)Nc4cc(C)on4)ncnc32)c(C)c1
-32	22	N#Cc1ccc(Oc2cccc3cccnc23)c([N+](=O)[O-])c1
-22	8	CSCCNC(=O)Nc1c(-c2c(Cl)cccc2Cl)noc1C
-22	16	O=C(COc1ccccc1)Nc1cc2c3c(c1)CC(=O)N3CCC2
-7	5	CC(C)(C)NC(=O)CC(CC(=O)O)c1ccccc1 (centres undefined)
-14	4	NC1=NC(=O)/C(=C/c2ccccc2OCC(=O)Nc2ccc(F)cc2)S1

Other structures:
OX1R antag-1	OX1R antag-2	smiles
-13	10	Nc1cccc(CP(=O)(c2ccccc2)c2ccccc2)c1
-17	18	N#Cc1nc(COc2ccccc2)oc1N1CCCCC1
-4	13	CC(c1ccccc1)N1CCc2[nH]c(=S)[nH]c(=O)c2C1 (centres undefined)
-35	1	CCCCN(C(=O)c1cc(-c2ccncc2)nc2ccccc12)c1c(N)n(CC(C)C)c(=O)[nH]c1=O
-11	25	COc1ccc2cc(S(=O)(=O)NCc3cccnc3)ccc2c1
-1	7	COC(=O)CCCNC(=O)CC1C(=O)NCCN1Cc1ccoc1 (centres undefined)
-22	3	CC(=O)c1ccc(OC(=O)Cc2cccc3ccccc23)cc1
-17	39	N#Cc1cncc(-c2ccc3c(c2)OCCOCCOCCOCCOCCO3)n1
-25	1	CCN1CCN(c2oc(COc3ccc(Cl)cc3)nc2C#N)CC1
-26	8	O=C(Cc1cccc(C(F)(F)F)c1)NCC(=O)Nc1cc(Cl)ccc1Cl
-24	14	Cc1ccc(C(C(=O)NC2CCCC2)N(C(=O)c2csnn2)C2CCCC2)o1 (centres undefined)
7	5	CCOc1ccc(NC(=O)NC(C)CC)cc1 (centres undefined)

New compounds follow:
OX1R antag-1	OX1R antag-2	smiles
-18	13	CCOC(=O)c1ccccc1-n1c(C)cc(C2N=C(N)Nc3nc4ccccc4n32)c1C (centres undefined)
-5	10	COC(=O)c1c(NC(=O)Cc2cccs2)sc(C(=O)NC2CCCCC2)c1C
-12	12	Cc1ccc(NS(=O)(=O)c2ccc3oc(=O)ccc3c2)cc1Cl
-17	11	O=C(Nc1ccc(Cl)cc1)c1nc[nH]c1C(=O)NCCCNC(=O)c1[nH]cnc1C(=O)Nc1ccc(Cl)cc1
-30	34	COc1ccccc1NC(=O)Cn1cnc2c(cnn2-c2ccccc2)c1=O
-7	9	Cc1cc(NC(=O)C2CCCN(S(=O)(=O)c3cnc[nH]3)C2)ccc1Br (centres undefined)
-7	32	Cc1csc2nc(CNS(=O)(=O)c3ccc(-c4ccccc4)cc3)cn12
-27	8	COc1ccc(N2CCN(C(=O)c3cccc(Cn4cc(Cl)cn4)c3)CC2)cc1
-26	2	O=C(O)COc1ccccc1/C=N/NC(=O)c1cc(-c2ccc(F)cc2)nc2ccccc12
-8	1	CCOC(=O)CN1C(=O)C(=O)N(Cc2c(F)cccc2Cl)C1=O
-18	1	COc1ccc(C2N=C(c3ccccc3)C(C)(C)N2O)cc1OC (centres undefined)
-8	15	C/C(=N\Nc1ncc(Cl)cc1Cl)c1ccc2c(c1)OCO2

New compounds follow.
OX1R antag-1	OX1R antag-2	smiles
-29	17	CC1CCc2nn(CC(=O)NC3CCCC(C)C3C)cc2C1 (centres undefined)
-26	6	CC(=O)c1cc2c(cc1NC(=O)CCC1CCCC1)OCO2
-9	23	C=CCN(c1ccccc1C(=O)O)S(=O)(=O)c1ccc(NC(=O)OC)cc1
-7	15	CCc1cc2cc3c(cc2nc1SCC(=O)Nc1cc(OC)c(OC)cc1C(=O)O)OCO3
-23	2	O=C(NCCCN1CCOCC1)c1ccc2c(c1)N(Cc1c(F)cccc1Cl)C(=O)c1ccccc1S2
1	7	O=C(Nc1cccc2[nH]ncc12)c1ccc(F)cc1
-4	8	Nc1cccn2c(-c3ccc(Cl)c(Cl)c3)cnc12
-11	5	CCOC(=O)N1CCN(C(=O)c2nn(C)c3c2CSc2ccccc2-3)CC1
-14	21	Cc1ccc(C(=O)OCC(=O)Nc2ccccc2N2CCOCC2)cc1
-16	8	COc1ccc(/C=C(\NC(=O)c2ccc(OC)cc2)C(=O)Nc2ccccc2C(=O)O)cc1
-14	-4	COc1ccccc1N1CCN(C(=O)c2ccc(-c3ccccc3)cc2)CC1
-13	30	CCCCCOc1ccc(CSC2=NCCN2)cc1[N+](=O)[O-]

The list goes on.
OX1R antag-1	OX1R antag-2	smiles
-19	3	CC(C)C12CN3CC(C(C)C)(CN(C1)C31C(=O)Nc3ccccc31)C2=O (centres undefined)
-26	9	CC(C)OCCCn1c(SC(C)C(=O)NCC2CCCO2)nc2cc(Cl)ccc2c1=O (centres undefined)
-14	18	CCN(CC)CCN(C(=O)/C=C/c1cccs1)c1nc2ccc(F)cc2s1
-4	2	COc1cccc(NC(=S)Nc2ccc(F)cc2)c1
-15	7	CN(Cc1cnn(C)c1)C(=O)C1CCC(=O)N(Cc2ccc(Cl)cc2)C1 (centres undefined)
-17	2	CCOc1ccccc1C(=O)NCC(=O)N1CCC(C)CC1
-21	12	CCOC(=O)CSc1cc(C(F)(F)F)nc(-c2ccccn2)n1
-16	1	COc1ccc(C2c3cc(OC)c(OC)cc3CCN2C2CC(=O)N(c3ccccc3)C2=O)cc1OC (centres undefined)
-12	8	CC(C)n1cc(C(=O)N2CCCC(Nc3ccc(F)c(F)c3)C2)cn1 (centres undefined)
-25	3	CCOc1ccc(CCNc2ccc3nnc(-c4ccccc4)n3n2)cc1OCC
-11	20	CC1CN(C(=O)CSc2ncnc3sccc23)CC(C)O1 (centres undefined)
10	5	COCc1[nH]nc2c1C(c1cccc(OC)c1)C(C#N)=C(N)O2 (centres undefined)

Following part:
OX1R antag-1	OX1R antag-2	smiles
2	9	CCC(=O)N1CN(S(=O)(=O)c2ccc(C)cc2)CC1C (centres undefined)
-2	13	O=C(c1ccccc1)C1C(c2ccccc2)C1[N+](=O)[O-] (centres undefined)
-14	8	COCCn1c(SCC(=O)N2CC(=O)Nc3ccccc32)nc2ccccc21
-39	16	CCn1cc(C(=O)N2CCn3c(nc4ccccc43)C2)c(=O)c2ccc(C)nc21
0	8	CCc1ccccc1NC(=O)CSc1n[nH]c(-c2cccnc2)n1
74*	80*	Cc1ccnc(SCC(=O)Nc2sc3c(c2C#N)CCCC3)n1
6	-1	Cc1ccc(-c2nc3s/c(=C\c4ccco4)c(=O)n3n2)cc1
-18	19	CCOc1ccc(C(C)(C)C)cc1S(=O)(=O)n1nc(C)cc1C
-13	5	O=C(NCc1cccs1)c1ccccc1F
-11	20	CCOC(=O)CNc1ccc(C(=O)OCC)cc1[N+](=O)[O-]
-34	29	CCCCn1nc(C(=O)Nc2nc3c(s2)CCCC3)c2ccccc2c1=O
-21	25	Cn1c(N)c(C(=O)COC(=O)CCCOc2ccc(Cl)cc2Cl)c(=O)n(C)c1=O

Remaining list, next part.
OX1R antag-1	OX1R antag-2	smiles
-41	25	O=C(NCc1cccnc1)c1ccc(Cl)c(S(=O)(=O)N2CCCCCC2)c1
-19	15	CC12CCC(C(=O)N(CSC(=S)N/N=C\c3ccccc3)C1=O)C2(C)C (centres undefined)
-3	11	Clc1ccc(CN2CCSCC2)c(Cl)c1
-6	9	CN(Cc1ccccc1N1CCCC1)C(=O)c1cc2cc(Cl)ccc2o1
2	3	CCOc1ccc(NC(=S)N(CCOC)C(C)c2ccco2)cc1 (centres undefined)
-16	30	CCN(CC)S(=O)(=O)c1cc(NC(=O)c2cc([N+](=O)[O-])ccc2N2CCOCC2)ccc1C
-39	19	CCCc1c(C)nc2ccccc2c1SCCC#N
2	7	Cc1cc(=O)c2cc(Cl)ccc2[nH]1
-11	2	CN(C(=O)CSc1nnnn1-c1ccc(Cl)cc1)C1CCS(=O)(=O)C1 (centres undefined)
-6	2	CC(=O)NCCCc1c[nH]c2ccc(Cl)cc12
-12	-2	COc1ccc(-c2nc(Cn3c(SCc4ccc(F)cc4)nc4ccncc43)c(C)o2)cc1OC
-9	3	O=C1CCc2cc(S(=O)(=O)N3CCN(Cc4ccc5c(c4)OCO5)CC3)ccc2N1
-46	-1	CC1=Nc2ccccc2N=C(NC(=O)CN2CCN(c3ccc(F)cc3)CC2)C1c1ccccc1 (centres undefined)
-11	40	Cc1ccccc1Cn1cccc1/C=C1/C(=N)N2C=CSC2=NC1=O
